Compound activity: PubChem BioAssay, several laboratories
DPM-DC inhibit: S. pneumoniae DPM-DC inhibition; calls only at 10 µM; purified DPM-DC, PK/LDH coupled NADH fluorescence; hit rate 0.49% among 65,000;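 active means the 320 compounds with the highest percent inhibition in the single-dose primary screen, excluding strongly autofluorescent ones, cut at about 32% in these data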;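 further: kinetic rate of NADH fluorescence loss reporting ADP formed by the decarboxylase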
Spn PMK inh: inhibitors of Streptococcus pneumoniae phosphomevalonate kinase; AID 539; inhibition, % at 10 µM; purified PMK, PK/LDH-coupled NADH absorbance 340 nm; hit rate 0.49% among 65,000;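 active means top-ranked compounds by inhibition in the single 10 µM screen, taking a fixed number of the strongest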;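 further: 0% = full reaction with DMSO carrier and 100% = background rate without enzyme reaction; no value below 0 was filed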
Bfl-1 inhibitors: displacement of Bid BH3 peptide from Bfl-1 – biochemical, fluorescence polarization, FITC-Bid, mouse, primary screen (AID 432). FITC-Bid BH3 peptide fluorescence polarization displacement; higher % means a stronger effect. displacement, % at 20 µM; hits with a dose series show IC50 in µM. hit rate 0.02% among 64,000; in the data active means a potency from the dose series; inactive means the rest, 99 in 100 with displacement below about 15%; further: strong numbers were not always called active
HPDE-C7 viability: cytotoxicity in HPDE-C7 cells, cell-based, fluorescence, HTS (AID 430). HPDE-C7 pancreatic duct cells viability, fluorescence; higher % means a stronger effect. one-dose cytotoxicity, % at 10 µM; EC50 in µM for titrated hits. hit rate 1.8% among 63,000;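 further: cells exposed to compound for 48 hours before viability readout; 0% = vehicle and 100% = reference cytotoxic drug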
LYP inhibition: LYP phosphatase inhibitors, primary screen, biochemical, DiFMUP fluorescence, recombinant catalytic domain, 10 µM (AID 606); recombinant LYP catalytic domain, DiFMUP fluorescence; higher % means a stronger effect; one-dose inhibition, % at 10 µM; IC50 in µM for titrated hits; 52,000 tested, under 10 active;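 active means IC50 under 40 µM in the dose-response test; inactive means IC50 of 40 µM or more, or never dose-tested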
HPDE-C7K KRASV12: viability loss of HPDE-C7K cells – cell-based, fluorescence, HTS, primary screen (AID 431) | HPDE-C7K KRASV12 cells, Alamar Blue viability, 48 h; higher % means a stronger effect | cytotoxicity, % at 10 µM, or EC50 in µM where a hit was titrated | hit rate 1.7% among 63,000;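 active means compounds whose percent cytotoxicity in the single-dose primary screen, scaled between solvent and toxic-drug controls, exceeds 50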;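 further: 0% = DMSO solvent wells and 100% = doxorubicin-treated wells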
HT1080 viability: HT1080 cell viability loss – fluorescence readout (AID 620); HT1080 viability, fluorescence; higher % means a stronger effect; cytotoxicity, % at 10 µM; hits with a dose series show EC50 in µM; hit rate 0.42% among 87,000;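 further: cells exposed to compound overnight then 4 h with Alamar Blue; 0% = vehicle DMSO and 100% = killing control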
TNAP inhibition: inhibition of tissue-nonspecific alkaline phosphatase – biochemical, luminescent (AID 518); one-dose inhibition, % at 20 µM; IC50 in µM for titrated hits; purified TNAP enzyme, luminescent substrate readout; higher % means a stronger effect; hit rate 0.09% among 64,000; in the data active means a potency from the dose series; inactive means the rest, 99 in 100 with inhibition below about 22%;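 further: plate controls were vehicle for no effect and reference inhibitor for full effect; many of its hits are not listed in these tables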
MK inhibit: inhibitors of Streptococcus pneumoniae mevalonate kinase; AID 555; inhibition, % at 10 µM; purified MK, PK/LDH-coupled NADH absorbance 340 nm; hit rate 0.48% among 65,000;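 active means ranked among the strongest by inhibition in the single 10 µM screen, a fixed top-ranked set picked for dose follow-up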; further: no value below 0 was filed
Spn PMK inh pilot replicates: second read-out of Spn PMK inh, no call of its own (marks repeat the call); inhibition, %; measured here: pilot screen replicates
MK inhibit pilot replicates: recorded beside MK inhibit, whose call it bears; inhibition, %; measured here: pilot screen replicates
DPM-DC inhibit pilot screen %: recorded beside DPM-DC inhibit, whose call it bears; inhibition, %; measured here: pilot screen trials
* hit, by the source's call; i = inactive; x = not tested or not shown; + = active, no number. Unless noted, no stated cut-off is given here; in the data, active means cytotoxicity above about 50%; inactive means the rest. Compounds as they come. Share with any hit: about 3.5%.

SMILES	DPM-DC inhibit	Spn PMK inh	Spn PMK inh pilot replicates	Bfl-1 inhibitors	HPDE-C7 viability	LYP inhibition	HPDE-C7K KRASV12	HT1080 viability	TNAP inhibition	MK inhibit	MK inhibit pilot replicates	others
COc1ccc2nc3c(cc2c1)c(NC(=O)C1CCCO1)nn3CC(C)C (configuration not stated)	x	7	x	3%	1%	-2%	16%	4%	-18%	9	x
COC(=O)c1c(NC(=O)COC(=O)Cn2cnc3ccccc32)sc(C)c1C	i	13	x	-3%	9%	4%	-6%	3%	9%	0	x
COc1cc2[nH]c(=O)n(CCCC(=O)NCCc3ccccc3)c(=O)c2cc1OC	i	14	x	-3%	-14%	x	0%	-4%	5%	14	x
CN1C(=O)C(O)(CC(=O)c2cccnc2)c2ccccc21 (configuration not stated)	i	2	x	-12%	-1%	11%	-8%	-47%	4%	0	x
CCCCn1c(C(C)NC(=O)COC)nc2ccccc21 (configuration not stated)	i	14	x	-10%	-11%	-4%	-9%	-5%	-3%	11	x
O=C(O)CC(C(=O)NC1CCCCC1)C1CCCO1 (configuration not stated)	i	16	x	3%	-1%	6%	-4%	-1%	-3%	4	x
CCCc1cc(=O)n2[nH]c(-c3cc(OC)c(OC)c(OC)c3)nc2n1	i	0	x	-6%	-5%	-2%	-10%	2%	29%	2	x
CC(C)Cn1c2c(c(O)c(C(=O)Nc3nccs3)c1=O)CCCC2	i	15	x	-5%	1%	x	-8%	5%	12%	5	x
CCOC(=O)N1CCC(NC(=O)Cn2cccc2C(=O)c2ccccc2)CC1	i	9	x	-8%	-11%	2%	-6%	1%	19%	0	x
COc1cccc(CNc2ccc(F)c(Cl)c2)c1O	i	16	x	-6%	10%	x	1%	-1%	13%	0	x
CC(=O)c1cc2c(cc1NC(=O)CN1CCN(C(=O)c3ccco3)CC1)OCO2	i	16	1.0	-1%	4%	2%	2%	-4%	16%	0	0.0	DPM-DC inhibit pilot screen %=4.0
O=C(COc1ccccc1)Nc1ccccc1C(=O)NCc1ccco1	i	6	x	0%	6%	7%	-7%	-3%	9%	5	x

2 compounds picked at random from those above, as already listed:
SMILES	DPM-DC inhibit	Spn PMK inh	Spn PMK inh pilot replicates	Bfl-1 inhibitors	HPDE-C7 viability	LYP inhibition	HPDE-C7K KRASV12	HT1080 viability	TNAP inhibition	MK inhibit	MK inhibit pilot replicates	others
CCCc1cc(=O)n2[nH]c(-c3cc(OC)c(OC)c(OC)c3)nc2n1	i	0	x	-6%	-5%	-2%	-10%	2%	29%	2	x
CN1C(=O)C(O)(CC(=O)c2cccnc2)c2ccccc21 (configuration not stated)	i	2	x	-12%	-1%	11%	-8%	-47%	4%	0	x

Further results:
SMILES	DPM-DC inhibit	Spn PMK inh	Spn PMK inh pilot replicates	Bfl-1 inhibitors	HPDE-C7 viability	LYP inhibition	HPDE-C7K KRASV12	HT1080 viability	TNAP inhibition	MK inhibit	MK inhibit pilot replicates	others
COc1ccc(-n2c(N3CCN(C)CC3)nc3sc4c(c3c2=O)CCCCC4)cc1	i	8	x	-3%	15%	8%	25%	1%	5%	11	x
COc1ccc(NC(=O)NCCN2CCc3ccccc3C2)cc1	i	7	x	x	x	7%	x	-8%	x	0	x
CCC(C)(C)NC(=O)C(c1ccco1)N(C(=O)Cn1nnc2ccccc21)c1ccc2c(c1)OCO2 (configuration not stated)	i	8	0.0	-2%	8%	12%	-8%	1%	2%	0	0.0	DPM-DC inhibit pilot screen %=0.0
CCCCOC(=O)C(C)c1c(C)[nH]c(=S)[nH]c1=O (configuration not stated)	i	0	x	-7%	0%	10%	-7%	1%	14%	9	x
Nc1nnc(SCc2ccccc2Cl)s1	i	3	x	-7%	8%	1%	0%	7%	6%	7	x
CCC(CC)C(=O)Nc1cc(=O)n(C)c(=O)n1C	i	11	x	2%	-10%	6%	1%	5%	2%	7	x
Cc1cc2oc3c(c(=O)c2cc1C)C(c1ccc(C(C)C)cc1)N(CCCN1CCOCC1)C3=O (configuration not stated)	i	2	x	-16%	-1%	13%	-4%	-10%	8%	5	x
COc1ccc2c(CC(=O)OCC(=O)c3ccc(F)cc3)coc2c1	i	13	x	-4%	-3%	2%	1%	-3%	14%	8	x
Cc1[nH]c2ccc(-c3n[nH]c(=S)n3C)cc2c1C	i	16	x	14%	-15%	12%	-26%	4%	13%	15	x
Cc1ccc(S(=O)(=O)N2CCN(CCO)CC2)cc1-c1nnc2c3ccccc3c(C)nn12	i	12	1.0	1%	4%	-2%	11%	0%	16%	11	0.0	DPM-DC inhibit pilot screen %=0.5
O=C(NC1CC2CCCC(C1)N2C(=O)NCc1ccccc1)C1CC1 (configuration not stated)	i	6	x	-6%	8%	0%	2%	-8%	5%	7	x
Cc1cc(-c2ccccc2)nc2cc(C(N)=O)nn12	+	3	4.0	3%	12%	3%	4%	3%	12%	13	2.5	DPM-DC inhibit pilot screen %=6.5*
COc1cc(Cl)c(C)cc1NC(=O)COC(=O)c1cnc(C)cn1	i	9	1.0	-9%	-18%	x	0%	-4%	2%	0	1.5	DPM-DC inhibit pilot screen %=3.0
Cc1nnc2sc(-c3ccco3)nn12	i	5	x	-5%	0%	-9%	14%	1%	12%	9	x
CCCCCCNC(=O)c1c(N)n(/N=C/c2ccco2)c2nc3ccccc3nc12	x	10	0.0	-5%	-2%	18%	-9%	13%	4%	11	0.0
O=C(NCc1ccco1)c1ccc(COCC(F)(F)C(F)F)cc1	i	0	x	-1%	5%	12%	-6%	-1%	8%	10	x
Cc1ccc(NC(=O)Cc2nc(CSc3nnc(-c4ccc5c(c4)OCO5)o3)cs2)cc1	i	8	x	-4%	7%	5%	5%	-6%	3%	3	x
CC1(C)Cc2nc(-c3ccccc3)n3cnnc3c2CO1	i	0	x	1%	-1%	-24%	-6%	8%	3%	2	x
CN(C)CC(=O)N1c2ccccc2CCc2ccc(NC(=O)c3ccc(N)cc3)cc21	i	13	5.0	-1%	-13%	10%	10%	7%	4%	6	0.0	DPM-DC inhibit pilot screen %=0.0
CCOc1ccccc1C1CC(=O)NC2=C1C(=O)CC(C)(C)C2 (configuration not stated)	i	6	x	-3%	10%	x	8%	6%	-4%	0	x
CCN(CC)CCOC(=O)c1cccc(OC)c1	i	12	0.5	-3%	6%	6%	13%	4%	17%	7	0.0	DPM-DC inhibit pilot screen %=2.0
O=C1CC(N2CCN(c3ccc(S(=O)(=O)N4CCCC4)cc3)CC2)C(=O)N1c1ccc(F)cc1 (configuration not stated)	i	7	x	-1%	-9%	6%	-1%	6%	10%	2	x
O=C(OCC(O)C(O)COC(=O)c1ccccc1)c1ccccc1 (configuration not stated)	i	9	x	-7%	32%	x	26%	-2%	10%	7	x
O=C(NCc1ccco1)C(C(=O)c1ccc(F)cc1)n1ccccc1=O (configuration not stated)	i	11	x	0%	27%	x	27%	-1%	8%	5	x
CCN(CC)C(=O)CSc1nnc(CCN)o1	i	8	x	-7%	-4%	8%	-4%	-1%	10%	14	x
Cc1ccc(Cl)cc1N1CCN(C(=O)c2cc3c(=O)n(C)c4ccccc4c3n2C)CC1	i	12	x	-1%	60%*	x	39%	20%	11%	9	x
CC(=O)Oc1ccc(-c2ccc(C(=O)O)cc2)cc1	i	0	2.0	-8%	11%	13%	15%	-9%	5%	6	4.0	DPM-DC inhibit pilot screen %=3.5
COc1cccc(Nc2cc(C)nc3ccccc23)c1	i	10	0.5	-4%	8%	-3%	7%	2%	28%	17	0.0	DPM-DC inhibit pilot screen %=7.0
Cc1ccc(F)cc1NC(=O)C1CCN(c2cnccn2)CC1	i	16	x	-6%	-7%	x	6%	-4%	9%	0	x
Nc1ccc(O)cc1C(=O)OCC(=O)C12CC3CC(CC(C3)C1)C2	x	9	x	-1%	9%	1%	8%	1%	5%	0	x
c1nnc(NC2=NCCCCC2)s1	i	13	8.5	-1%	-6%	8%	0%	-4%	10%	0	3.0	DPM-DC inhibit pilot screen %=0.0
COc1cc(C2NC(=O)NC(C)=C2C(=O)OC(C)(C)C)ccc1OCC(N)=O (configuration not stated)	i	0	x	0%	x	x	x	0%	3%	0	x
CN(C)S(=O)(=O)c1ccc(C(=O)OCC(=O)c2ccc(OC(F)F)cc2OC(F)F)cc1	i	20	x	-7%	-14%	x	-10%	5%	12%	2	x
Cc1nn(CC(=O)Nc2ccccc2)c(=O)c2ccccc12	i	2	x	-2%	-6%	-6%	-5%	13%	3%	8	x
CNC(=O)NC(=O)CSc1ccc(NC(C)=O)cc1	i	13	x	2%	-8%	x	-8%	4%	8%	0	x
Clc1c(CSc2nc3ccccc3o2)nc2ccccn12	i	11	x	-6%	19%	-2%	24%	x	3%	1	x
O=c1c2ccccc2oc2ncccc12	i	8	x	-2%	-25%	12%	1%	1%	7%	9	x
COc1ccccc1/C=c1\sc2nc(-c3ccncc3)nn2c1=O	i	0	x	-4%	-19%	14%	-14%	7%	15%	2	x
Cc1ccc(NC(=O)c2ccco2)cc1NC(=O)CSc1nnc(-c2cccs2)n1C	i	9	2.5	0%	-4%	-4%	-2%	-7%	20%	i	6.0	DPM-DC inhibit pilot screen %=4.0
CCc1c(C)sc(NC(=O)c2cc(C)on2)c1C#N	i	20	x	1%	-9%	8%	-4%	-2%	14%	1	x
O=C(/C=C/N1CCOCC1)c1coc2ccccc12	i	0	x	0%	2%	2%	-4%	9%	8%	9	x
CC(C)COC(=O)Cc1c(O)c2ccccc2[nH]c1=O	i	0	x	3%	-4%	10%	-11%	-11%	17%	4	x
CCC(=O)Nc1cc(C(=O)NCC2CCCN2CC)c(OC)cc1N(C)C (configuration not stated)	i	0	0.0	-2%	-3%	4%	-6%	9%	12%	10	3.0	DPM-DC inhibit pilot screen %=3.5
O=c1c2ccccc2c(C=Nc2ccc(Cl)cn2)c(O)n1-c1cc(Cl)ccc1N1CCOCC1	i	11	2.0	6%	12%	2%	1%	0%	5%	0	3.0	DPM-DC inhibit pilot screen %=2.5
CC(C)C(NC(=O)CNC(=O)OC(C)(C)C)C(=O)NCc1ccccc1 (configuration not stated)	i	15	x	-3%	-2%	8%	8%	-4%	5%	2	x
COc1ccc(-n2nnnc2SCC(N)=O)cc1	i	0	x	-5%	-22%	6%	-7%	-1%	2%	5	x
Cc1ccc(-c2ccc(=O)n(CC(=O)N3CCN(c4cccc(C)c4)C(C)C3)n2)cc1 (configuration not stated)	i	17	x	-4%	14%	4%	8%	3%	2%	5	x
Cc1noc(/C=C/N(C)C)c1S(=O)(=O)N1CCCC(C(=O)NC(C)c2ccccc2)C1 (configuration not stated)	i	7	x	-8%	12%	-4%	21%	-3%	16%	0	x
CCOC(=O)N1CCN(C2CC(=O)N(c3ccc(F)cc3)C2=O)CC1 (configuration not stated)	i	0	x	0%	-5%	11%	-2%	6%	10%	11	x
Cc1ccc2[nH]c(=O)c(CN(CCc3ccccc3)C(c3nnnn3Cc3ccco3)C(C)C)cc2c1 (configuration not stated)	i	8	x	-10%	48%	x	60%*	x	17%	7	x
Cc1ncc([N+](=O)[O-])n1CCO	i	1	3.0	5%	13%	15%	1%	-8%	12%	6	2.0	DPM-DC inhibit pilot screen %=2.5
O=C(CSc1ncnc2c1oc1ccccc12)NCc1ccco1	i	11	0.0	4%	-12%	7%	4%	1%	19%	6	0.0	DPM-DC inhibit pilot screen %=5.0
